Screens: PubChem BioAssay, Sanford-Burnham Center for Chemical Genomics
Jurkat NFkB inh – inhibitors of the PMA/ionomycin-induced NF-kB reporter in Jurkat cells | PMA/ionomycin-induced NF-kB luciferase reporter, luminescence | inhibition, % at 4 µM | hit rate 0.53% among 330,000 | AID 435003; in the data active means inhibition above about 50%
697 NFkB inh – inhibitors of the PMA/ionomycin-induced NF-kB reporter in 697 B cells; 697 B-cell NF-kB luciferase reporter, 16 h; inhibition, % at 4 µM; AID 435022; hit rate 0.33% among 330,000; in the data active means inhibition above about 35%
CHOP UPR activ – apoptotic UPR (CHOP) activation. hit rate 0.34% among 330,000. activation, % at 10 µM. CHO-CHOP luciferase reporter, luminescence; percent of tunicamycin response over DMSO baseline;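 active means at 10 µM dose, activation of 40% or more, normalized to positive control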;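 further: 100% = tunicamycin at 10 µg/mL and 0% = DMSO alone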
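System: CHO-CHOP luciferase reporter cell line | Buffer or medium: F12 medium containing 10% fetal bovine serum | Doses: One dose, 10 µM in 0.5% DMSO | Times: 6 h compound exposure at 37 °C after overnight seeding | Signal: Luciferase luminescence | Read-out: % activation vs tunicamycin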
tim23-1 inh – growth inhibitors of tim23-1 mutant yeast. S. cerevisiae tim23-1 growth, BacTiter-Glo luminescence, 24 h. inhibition, % at 20 µM. hit rate 1.3% among 330,000;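 active means growth inhibition of the mutant yeast at or above 50%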;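 further: temperature-sensitive mutant grown at 25 °C; plate controls were DMSO-treated mutant yeast for no effect and medium wells lacking yeast for full effect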
UPR XBP1 act – activators of adaptive arm of unfolded protein response (XBP1); CHO-XBP1 luciferase reporter, IRE1-XBP1 UPR activation, luminescence; percent of tunicamycin response, DMSO as zero; activation, % at 20 µM; hit rate 0.33% among 330,000; AID 463104;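 active means versus positive control, 20 µM dose yields 30% or more activation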;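 further: 100% = tunicamycin at 10 µg/mL and 0% = DMSO only wells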
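Material – CHO cell line with stable XBP1 luciferase reporter · Buffer or medium – F12 plus 10% FBS · Compound – single point, 20 µM final compound, 1% DMSO · Schedule – 16-18 h cell attachment at 37 °C, then 6 h compound exposure · Signal – Steady-Glo luminescence read · Benchmarks – high control tunicamycin 10 µg/mL final, low control DMSO vehicle only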
APJ antag – antagonists of human APJ apelin receptor; P35414; CHO-K1 APJ beta-arrestin complementation, luminescence; inhibition, % at 20 µM; hit rate 0.32% among 330,000;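 active means inhibition above about 40% at 20 µM, limit read from the data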;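 further: cells challenged with 10 nM apelin-13 agonist together with compound; plate controls were apelin-13 plus DMSO wells for no effect and DMSO wells lacking apelin-13 for full effect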
Mdm2-MdmX inh – inhibitors of human Mdm2/MdmX interaction; inhibition, % at 8 µM; SaOS-2 split-luciferase Mdm2/MdmX complementation, luminescence; O15151+Q00987; AID 485346; hit rate 3% among 330,000;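 active means inhibition of at least 50% at 8 µM in the primary screen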
Target sequence (O15151 whole entry, looked up): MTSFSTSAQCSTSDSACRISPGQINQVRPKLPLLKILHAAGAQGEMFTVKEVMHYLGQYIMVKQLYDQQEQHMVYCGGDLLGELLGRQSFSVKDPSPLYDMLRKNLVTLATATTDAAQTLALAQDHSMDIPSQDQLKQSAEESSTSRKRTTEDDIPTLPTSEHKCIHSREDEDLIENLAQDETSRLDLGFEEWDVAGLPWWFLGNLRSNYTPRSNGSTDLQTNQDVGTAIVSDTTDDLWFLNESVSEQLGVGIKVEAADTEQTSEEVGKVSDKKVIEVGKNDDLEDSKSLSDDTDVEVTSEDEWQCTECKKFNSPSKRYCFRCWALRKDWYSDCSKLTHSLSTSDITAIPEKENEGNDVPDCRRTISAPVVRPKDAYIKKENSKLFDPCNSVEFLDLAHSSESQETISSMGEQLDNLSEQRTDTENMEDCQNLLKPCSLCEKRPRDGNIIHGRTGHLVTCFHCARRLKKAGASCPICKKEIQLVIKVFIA
Target sequence (Q00987 whole entry, looked up): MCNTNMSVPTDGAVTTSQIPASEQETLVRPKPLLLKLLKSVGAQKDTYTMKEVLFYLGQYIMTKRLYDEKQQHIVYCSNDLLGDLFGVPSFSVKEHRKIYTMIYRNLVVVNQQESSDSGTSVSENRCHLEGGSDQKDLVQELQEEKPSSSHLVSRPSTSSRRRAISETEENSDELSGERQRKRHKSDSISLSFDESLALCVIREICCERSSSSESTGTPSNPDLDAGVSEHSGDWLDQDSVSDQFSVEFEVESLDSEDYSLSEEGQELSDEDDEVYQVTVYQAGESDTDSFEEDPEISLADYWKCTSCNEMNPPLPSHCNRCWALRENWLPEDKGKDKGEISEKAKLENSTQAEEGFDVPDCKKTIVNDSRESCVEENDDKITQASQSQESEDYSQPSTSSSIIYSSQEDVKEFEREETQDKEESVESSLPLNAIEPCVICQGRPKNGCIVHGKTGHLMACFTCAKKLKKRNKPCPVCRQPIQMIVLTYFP
APJ ag – agonists of human APJ apelin receptor | activation, % at 20 µM | CHO-K1 APJ PathHunter beta-arrestin, luminescence; 0% DMSO wells, 100% apelin | P35414 | hit rate 0.11% among 330,000 | AID 2520;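 active means activation more than six SD over the plate average, tested at 20 µM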;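 further: 0% = DMSO alone and 100% = apelin-13 at 10 nM; some results filed as inactive read as strong as hits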
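Test system – PathHunter CHO-K1 APJ (AGTRL-1) beta-arrestin reporter cells · Input – 1000 cells/well · Compound – single test compound dose, 20 µM final, 1% DMSO · Times – compound stimulation 90 min at 25 °C, detection 60 min · Technique – beta-gal luminescence · Read-out basis – APJ–arrestin association signal · Control set – negative DMSO alone, positive Apelin-13 at 10 nM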
* hit, by the source's call. Outcome played no part in choosing rows. Share with any hit: about 5%.

Keys: A = Jurkat NFkB inh; B = 697 NFkB inh; C = CHOP UPR activ; D = tim23-1 inh; E = UPR XBP1 act; F = APJ antag; G = Mdm2-MdmX inh; H = APJ ag
1: NC(=O)[C@@H]1CCOc2c(I)cc([N+](=O)[O-])cc2C(=O)N[C@@H](CO)C(=O)NCC(=O)N1
  A: -4 | B: -5 | C: 0.6 | D: 10 | E: -4 | F: 4 | G: -39 | H: 7

2: Cc1c(Cl)cccc1-n1c(SCC(=O)N2CCC(C(=O)O)CC2)nnc1-c1ccncc1
  A: 0 | B: 9 | C: -0.6 | D: -4 | E: -5 | F: 16 | G: -17 | H: -4

3: Cc1ccsc1/C=C1\SC(N)=NC1=O
  A: -11 | B: -23 | C: 0.9 | D: 12 | E: 1 | F: 15 | G: -3 | H: -3

4: CC(NC(=O)CN1CCN(Cc2cccc(F)c2)CC1)c1ccccc1 (stereo not drawn)
  A: -4 | B: 12 | C: -0.8 | D: -3 | E: -5 | F: -11 | G: 7 | H: 1

5: CCOc1cc(Br)c(C=O)cc1OCC
  A: 10 | B: 0 | C: 0.1 | D: 33 | E: 11 | F: -6 | G: 42 | H: -2

6: Cc1ccc(S(=O)(=O)N2CCC(C(=O)N(C)C3CCS(=O)(=O)C3)CC2)cc1 (stereo not drawn)
  A: -6 | B: -25 | C: -0.1 | D: 2 | E: 1 | F: -10 | G: 15 | H: 5

7: Cc1cc(C)n(CC(=O)c2cccc([N+](=O)[O-])c2)n1
  A: 6 | B: 17 | C: 0.3 | D: 22 | E: 1 | F: -3 | G: 7 | H: 0

8: O=C(O)CCCC(=O)Nc1ccc(Sc2ccc([N+](=O)[O-])cc2)cc1
  A: 6 | B: 15 | C: -1.1 | D: 15 | E: -2 | F: 7 | G: 9 | H: -3

9: CCCCCC1CC(COc2ccccc2)OC1=O (stereo not drawn)
  A: 8 | B: 1 | C: -0.2 | D: 16 | E: -5 | F: 17 | G: 2 | H: -1

10: CCc1ccc(C(=O)NNc2ccc(Cl)cc2)cc1
  A: 7 | B: 2 | C: 3.2 | D: 31 | E: 1 | F: 51* | G: 1 | H: -11

11: COc1ccc(-n2nnc3c(=O)n(CC(=O)N4CCCc5ccccc54)cnc32)cc1
  A: -5 | B: 0 | C: 1.0 | D: 9 | E: 0 | F: 20 | G: -6 | H: 3

12: N#CCc1ccc(OC(=O)Nc2ccccc2)cc1
  A: -6 | B: 1 | C: 1.9 | D: 14 | E: -3 | F: 12 | G: -24 | H: -4

13: Cc1nc2ccccc2nc1OCc1cccc([N+](=O)[O-])c1
  A: 1 | B: 9 | C: 1.8 | D: 1 | E: 3 | F: 27 | G: 8 | H: -6

14: O=C(NC1C(=O)NNC1c1ccccc1)c1ccccc1 (stereo not drawn)
  A: 0 | B: 0 | C: 2.5 | D: -2 | E: 7 | F: 3 | G: 1 | H: 0

15: CC(CC(=O)Nc1ccc2c(c1)OCCO2)c1ccccc1 (stereo not drawn)
  A: -49 | B: -30 | C: 0.8 | D: 18 | E: 1 | F: 2 | G: -47 | H: -3

16: O=C(COc1ccc(-c2ccccc2)cc1)N1CCN(C(=O)c2cccs2)CC1
  A: 16 | B: -4 | C: 0.9 | D: 23 | E: -4 | F: 1 | G: -9 | H: -2

17: Cc1cc(NC(=O)c2ccccc2F)on1
  A: -13 | B: -25 | C: 2.5 | D: 10 | E: 0 | F: -8 | G: -15 | H: 4

18: Cc1ccc(NC(=O)NN2CCN(C)CC2)cc1C
  A: 15 | B: -4 | C: 1.2 | D: 18 | E: -5 | F: 12 | G: -15 | H: 2

19: COc1ccc(NC2CCCN(C(=O)c3ccc4[nH]c(C)c(C)c4c3)C2)cc1OC (stereo not drawn)
  A: -5 | B: 8 | C: 0.4 | D: 12 | E: -2 | F: -25 | G: 22 | H: -1

20: COc1ccc(-c2nnn(CC(=O)N(CCCN3CCOCC3)C(C(=O)NC3CCCC3)c3ccco3)n2)cc1 (stereo not drawn)
  A: 6 | B: 23 | C: -1.4 | D: 6 | E: -5 | F: 8 | G: 26 | H: -2

21: CC(O)(CS(=O)(=O)Cc1ccccc1Cl)C(=O)Nc1cccc(C(F)(F)F)c1 (stereo not drawn)
  A: -15 | B: 16 | C: 1.5 | D: 22 | E: -2 | F: -5 | G: -23 | H: -6

22: c1cncc(-c2nnc3n2C2(CCCCC2)Cc2ccccc2-3)c1
  A: -14 | B: 3 | C: 0.1 | D: -5 | E: 0 | F: -8 | G: 28 | H: -4

23: Cc1ccc2c(c1)C1C=CCC1C(C(=O)NCCCN1CCOCC1)N2 (stereo not drawn)
  A: 1 | B: 6 | C: -1.4 | D: 11 | E: -3 | F: 6 | G: 13 | H: -3

24: CCOC(=O)N1CCN(c2nnnn2-c2ccccc2)CC1
  A: -14 | B: 0 | C: -0.8 | D: 5 | E: -2 | F: 1 | G: -12 | H: 4

25: CCOc1cc(/C=C(\C#N)C(=O)Nc2ccccn2)ccc1O
  A: 5 | B: 23 | C: 2.5 | D: 29 | E: 3 | F: 3 | G: 6 | H: -1

26: O=C(COC(=O)c1cnccn1)NC(=O)c1ccccc1
  A: -6 | B: 8 | C: -2.0 | D: 0 | E: -4 | F: 0 | G: -8 | H: -2
